Compound activity from PubChem BioAssay.
STAT1 activator: activators of IFN-gamma induced STAT1 signaling. NIH 3T3 STAT1-luciferase reporter, luminescence; 100% = IFN-gamma alone, no compound. activation (% of control), % at 5.5 µM. hit rate 2.6% among 200,000. AID 932;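 active = activation above the screen-wide mean activation plus 3 SD, cut at about 130% in these data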;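 note: raw ratio to IFN-gamma control signal so 100% means no change and 0% no light; values of inactives mirror those of a sister screen read the other way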
APP transl inh: APP translation inhibition | SH-SY5Y APP 5'UTR-luciferase reporter, luminescence | hit rate 0.82% among 190,000 | inhibition, % at 2 µM;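 active = inhibition above a set limit, derived from the sample mean plus 3 SD, cut at about 45% in these data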; note: values of inactives mirror those of a sister screen read the other way
STAT3 act: increases IL-6 driven STAT3 reporter signal. AID 871. activation (% of control), % at 5.6 µM. U3A cells, IL-6 STAT3-luciferase reporter, luminescence; 100% = signal with IL-6 EC80 alone. hit rate 0.91% among 190,000;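 active = activation above the screen-wide mean of compound activation plus 3 SD, cut at about 130% in these data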;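 note: 0% = background luminescence of wells with medium and substrate only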
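Material: STAT1-lacking human U3A cells, STAT3 luciferase reporter | Benchmarks: IL-6-only wells as 100% reference | Probe or stimulus: IL-6 (33 ng/mL) | Timing: Compound 1 h, then IL-6 6 h at 37 °C | Detection: Luminescence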
ROMK mod: modulates human ROMK potassium channel activity. Tet-inducible ROMK, thallium flux fluorescence; actives lie on both sides. hit rate 2% among 130,000. P48048. B-score at 10 µM;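 active = signal ratio slope over the read window, or its plate-corrected B-score, at least 3 SD from the plate mean, either direction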;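 note: B-score of the F/F0 ratio slope over 7 to 12 s after thallium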
Target sequence (P48048 whole entry, looked up): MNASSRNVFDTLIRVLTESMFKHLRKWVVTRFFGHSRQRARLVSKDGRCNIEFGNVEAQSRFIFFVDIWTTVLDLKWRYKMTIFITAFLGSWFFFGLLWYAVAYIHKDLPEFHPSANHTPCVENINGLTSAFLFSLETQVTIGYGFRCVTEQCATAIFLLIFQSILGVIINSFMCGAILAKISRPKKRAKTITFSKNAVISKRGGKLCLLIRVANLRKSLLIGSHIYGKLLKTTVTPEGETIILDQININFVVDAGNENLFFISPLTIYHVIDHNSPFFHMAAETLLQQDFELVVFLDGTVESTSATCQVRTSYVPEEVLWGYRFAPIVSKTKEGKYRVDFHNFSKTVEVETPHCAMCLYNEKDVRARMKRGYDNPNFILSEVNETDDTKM
NF-kB neuron act: NF-kB expression increase, human neuronal cells; NF-kB reporter expression; active compounds read high; fold change at 12.5 µM; AID 1239; hit rate 1.6% among 190,000; in the data active = fold change above about 3.3
FLuc inh counter: Photinus pyralis luciferase inhibition counter-screen; AID 1006; ATPLite firefly luciferase biochemical luminescence, 10 min; inhibition, % at 10 µM; hit rate 1.5% among 200,000; P08659;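 active = inhibition above about 50% when tested at 10 µM, limit read from the data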
Target sequence (P08659 whole entry, looked up): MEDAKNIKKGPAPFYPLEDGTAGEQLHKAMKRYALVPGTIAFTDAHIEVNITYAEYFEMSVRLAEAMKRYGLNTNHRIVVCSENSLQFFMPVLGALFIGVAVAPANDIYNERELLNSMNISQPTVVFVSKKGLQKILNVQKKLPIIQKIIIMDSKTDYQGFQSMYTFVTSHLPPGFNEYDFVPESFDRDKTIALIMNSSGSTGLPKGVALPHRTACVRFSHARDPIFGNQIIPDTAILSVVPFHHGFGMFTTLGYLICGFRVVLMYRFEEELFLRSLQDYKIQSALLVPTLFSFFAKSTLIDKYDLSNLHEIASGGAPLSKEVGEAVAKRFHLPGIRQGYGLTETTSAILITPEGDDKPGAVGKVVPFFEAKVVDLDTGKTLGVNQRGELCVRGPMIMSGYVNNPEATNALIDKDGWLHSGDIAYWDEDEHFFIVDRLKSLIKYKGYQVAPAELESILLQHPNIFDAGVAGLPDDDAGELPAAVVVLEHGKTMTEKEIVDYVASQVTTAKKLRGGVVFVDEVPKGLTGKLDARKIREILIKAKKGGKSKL
FLuc stim CS: affects firefly luciferase, flagging false hits in luciferase stimulation screens; activation factor at 10 µM; AID 1027; 200,000 tested, under 10 active; ATPlite luciferase biochemical, luminescence, 10 min; 0 = ATP-free wells, 1 = DMSO control;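 active = luciferase activation factor, scaled between plate controls, of at least 2 with compound at 10 µM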
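Material: Luciferase/luciferin reagent mix | Doses: Test compounds dosed from 2 mM stocks in 100% DMSO | Timing: 10 min incubation after luciferase reagent addition, room temperature | Measured by: Luminescence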
STAT3 blocker: reduces IL-6 driven STAT3 reporter signal. U3A cells, IL-6 STAT3-luciferase reporter, luminescence; host cell line lacks STAT1. inhibition, % at 5.5 µM. hit rate 0.89% among 190,000;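 active = inhibition above the mean inhibition across all screened compounds plus 3 SD, cut at about 44% in these data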;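 note: 0% = DMSO only wells and 100% = 100 µM nifuroxazide control wells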
APP 5'UTR act: activates APP 5'UTR luciferase reporter. SH-SY5Y APP 5'UTR luciferase reporter, luminescence; zero percent = DMSO vehicle wells. activation, % at 2 µM. hit rate 1% among 190,000. AID 1276;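 active = activation above a set limit, based on mean plus 3 SD of controls, cut at about 140% in these data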; note: values of inactives mirror those of a sister screen read the other way
STAT1 blocker: STAT1 signaling inhibition | hit rate 0.35% among 200,000 | NIH 3T3 STAT1-luciferase reporter, IFN-gamma, luminescence | inhibition, % at 5.5 µM;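 active = inhibition above a set limit, the mean inhibition across all tested compounds plus 3 SD, cut at about 34% in these data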;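 note: 0% = IFN-gamma with DMSO and 100% = IFN-gamma with 300 µM nifuroxazide; values of inactives mirror those of a sister screen read the other way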
* marks the source's active call; other numbers are inactive results; . = no result given.

compound	APP transl inh	APP 5'UTR act	NF-kB neuron act	STAT3 blocker	STAT1 blocker	STAT3 act	FLuc stim CS	ROMK mod	STAT1 activator	FLuc inh counter
Cc1cccc(C)c1N1CCN(S(=O)(=O)c2ccccc2)CC1	-8	8	1.2	10	8	99	1	-0.0043	93	2
Cc1ccn2c(C(=O)N/N=C/c3ccc(CNC(=O)C(=O)Nc4ccc(C)c(C)c4)o3)c(C)nc2c1	-11	11	1.1	2	3	101	0.8	.	98	23
O=C(CN1CCCN(Cc2ccc(F)cc2Cl)C1=O)NC1CCCCCCC1	-24	24	0.74	8	2	96	1	.	98	-4
Cc1ccc(NCc2nnc(SCC(=O)O)n2Cc2ccccc2)cc1Cl	-1	1	1.1	14	1	91	1	0.6	98	0
CCCN(CC(=O)Nc1ccc(Cl)cc1Cl)C(=O)/C=C/c1cc(OC)ccc1OC	-3	3	0.88	-1	-1	101	1.1	.	101	-6
O=C(c1c[nH]c(C(=O)N2CCN(c3ccccc3F)CC2)c1)c1cccc(Cl)c1Cl	57*	-57	0.68	7	2	100	1.1	-0.16	96	-7
O=C(Nc1cccc(O)c1)c1cc(S(=O)(=O)N2CCCC2)ccc1Cl	-16	16	0.75	10	11	90	1.1	3.4*	90	-8
COc1cc(OC)cc(C(=O)N[C@H](C(=O)NC23CC4CC(CC(C4)C2)C3)C(C)C)c1	-2	2	1.3	-9	-5	108	1.1	-0.15	104	-8
O=C(C1=C[C@H](C2CC2)C[C@H](OCc2ccc(CO)cc2)O1)N1CCN(Cc2ccc3c(c2)OCO3)CC1	11	-11	0.64	.	4	.	1.1	.	98	-5
CCN(CC)CC(C)OC(=O)COc1ccc(OC)cc1 (stereo unspecified)	-7	7	1.3	-5	9	107	1	0.35	90	-5
Cc1ccc(Cl)cc1N1CCN(C(=O)CCC(=O)O)CC1	-2	2	0.95	4	1	100	1	-0.55	97	-1
COc1cccc(-c2nnc(SCc3nc4ccccc4[nH]3)n2N)c1	-55	55	1.3	2	6	101	1.1	-0.58	95	-8
Cc1cc(C)nc(NS(=O)(=O)c2ccc(N3Cc4ccccc4C3=O)cc2)n1	-10	10	1.1	3	5	99	1.1	1.1	95	-6
O=C(NC1CCCCC1)N1CCN(Cc2nc3ccccc3c(=O)[nH]2)CC1	7	-7	.	7	-2	97	.	.	102	.
COc1ccccc1Nc1nnc(SCc2cc(=O)n3ccsc3n2)s1	-9	9	0.88	15	7	94	1.1	3.3	91	-6
O=C(NC(=O)c1cccc(Cl)c1)OC[C@@H]1CCCN2CCCCC12 (stereo partly specified)	-3	3	1.1	-4	-10	111	1	.	109	-2
O=C(OCC(=O)c1ccc(Cl)s1)c1ccc2ccccc2n1	2	-3	1.2	-23	5	120	0.9	0.18	95	5
OC1(c2ccc(F)cc2)CN(c2ccccc2)C2=[N+]1CCS2 (stereo unspecified)	16	-16	1	24	0	79	1	.	100	0
O=C(CCC(=O)OCc1ccc(Cl)cc1)Nc1ccccc1	5	-5	1	-6	0	107	0.9	1.2	98	8
CCN(CC)c1ccc(-n2c(C)cc(C=O)c2C)cc1	8	-8	1.1	5	-3	102	1.1	-0.24	103	-8
CCOC(=O)c1ccc(NC(=O)c2cn(CCC#N)nc2-c2ccc3c(c2)OCCO3)cc1	4	-4	0.7	7	4	93	1	-0.053	96	-1
Cc1ccc(NC(=O)C2CC(=O)NC(N3CCCCC3)=N2)cc1Cl (stereo unspecified)	-1	1	1	-3	-3	105	1	.	103	-2
COC(=O)CCC(=O)Nc1nnc(C(F)(F)F)s1	3	-3	1.3	8	-2	97	1	-0.16	102	-2
CCCC1(C(=O)O)NC(c2ccccc2O)C2C(=O)N(Cc3ccccc3)C(=O)C21 (stereo unspecified)	-8	8	0.98	9	-10	97	1	.	109	2
Cc1cc(C(=O)N/N=C/c2ccc[nH]2)no1	-19	19	1.3	5	4	104	0.9	0.39	96	6
O=C(O)/C=C/c1cn(Cc2ccccc2)nc1-c1cccs1	12	-12	1.1	9	2	95	1	-1.9	96	2
O=C(/C=C/c1ccc(Br)cc1)NC(=S)N1CCOCC1	-7	7	1.3	-7	-20	109	0.8	-0.42	116	19
CCc1ccc(NC(=O)Nc2c(C)n(C)n(-c3ccccc3)c2=O)cc1	16	-16	0.83	10	-2	100	1	-1	100	-5
COc1ccc2nc(SCC(=O)/C(C#N)=C(\C)N)[nH]c2c1	-121	121	4.1*	-11	-46	112	0.7	.	141*	26
CC(=O)SC(C)CC(=O)Nc1ccccc1 (stereo unspecified)	10	-10	1.2	8	6	98	1	.	96	2
COc1ccccc1OCc1ccc(C(=O)N2CCN(C)CC2)o1	13	-13	0.96	-10	-5	111	1	-0.66	104	-3
Cc1cccc([C@@H]2C[C@H]3CN(Cc4cccc(Cl)c4)C(=O)[C@]34CCCN24)n1	-4	4	0.93	3	-8	102	1.1	0.024	106	-7
COC(=O)c1ccc(NC(=O)C23CC4CC(C2)CC(n2cnc(Cl)n2)(C4)C3)cc1	6	-7	2.2	-11	-6	110	1	-1.6	105	-3
Cc1ccc(NC(=O)COC(=O)c2ccc3c(c2)NC(=O)C2CCCN32)cc1C (stereo unspecified)	11	-11	0.72	4	-6	101	1	.	106	-4
CCOc1ccc(S(=O)(=O)N(C)c2ccc(OCC(=O)NCC3CCCO3)cc2)cc1 (stereo unspecified)	-17	17	1.1	-9	5	109	1	-0.082	95	-3
O=C(O)CSc1ncn[nH]1	7	-7	1.1	4	-7	98	1.1	.	106	-7

Entries of single compounds, looked up by structure:
`Cc1ccc(NC(=O)COC(=O)c2ccc3c(c2)NC(=O)C2CCCN32)cc1C` (stereo unspecified) as listed: APP transl inh = 11; APP 5'UTR act = -11; NF-kB neuron act = 0.72; STAT3 blocker = 4; STAT1 blocker = -6; STAT3 act = 101; FLuc stim CS = 1; ROMK mod = .; STAT1 activator = 106; FLuc inh counter = -4
`O=C(O)CSc1ncn[nH]1` as listed: APP transl inh = 7; APP 5'UTR act = -7; NF-kB neuron act = 1.1; STAT3 blocker = 4; STAT1 blocker = -7; STAT3 act = 98; FLuc stim CS = 1.1; ROMK mod = .; STAT1 activator = 106; FLuc inh counter = -7

(continued)
compound	APP transl inh	APP 5'UTR act	NF-kB neuron act	STAT3 blocker	STAT1 blocker	STAT3 act	FLuc stim CS	ROMK mod	STAT1 activator	FLuc inh counter
Cc1ccc(-c2nc(CN3CCCCC3CCN3CCCC3=O)c(C)o2)o1 (stereo unspecified)	-2	2	1.1	2	-7	103	1.1	0.81	106	-6
COc1ccccc1NC(=O)CS(=O)(=O)c1cn(CC(=O)N2CCOCC2)c2ccccc12	-16	16	0.9	0	-2	101	1	0.81	101	-1
COc1cccc2sc(N(CCCN(C)C)C(=O)c3sc4ccccc4c3Cl)nc12	11	-11	0.97	-2	4	101	1.1	-1.6	97	-8
COc1ccc(Cn2nnnc2C(c2cccnc2)N2CCN(c3ccc(O)cc3)CC2)cc1 (stereo unspecified)	-8	7	1.4	6	8	98	1.1	.	93	-7
COCCn1c(SCC(=O)Nc2ccc(OC)cc2)nc2c(oc3ccccc32)c1=O	-17	17	1.2	3	-13	105	1	0.0032	112	-3
CCOC(=O)Cn1c(-c2ccccc2)nc2ccccc2c1=O	-20	20	1.2	13	-32	96	1	-0.012	129*	-3
CCn1c(CNc2ccc(OC)cc2)nnc1SCC(=O)c1ccc(OC)cc1	-10	10	1.2	-1	-5	104	1	.	105	1
O=C(c1ccc2ccccc2c1)C1CCCN(C(=O)CCn2cnnn2)C1 (stereo unspecified)	5	-5	1	9	-8	97	1	-0.65	106	-4
O=C(Nc1nnc(SCC(=O)N2CCOCC2)s1)c1ccccc1Cl	.	.	1.4	7	1	99	0.2	.	99	85*
Cc1nn2cnc3sc4c(c3c2nc1=O)CCCC4	9	-9	1.2	8	-2	96	1	-0.8	102	-1
COc1ccc(C2Nc3ccccc3C(=O)N2NS(C)(=O)=O)cc1 (stereo unspecified)	-5	5	1.3	15	1	91	1	1.5	97	-1
Cc1nn(-c2ccccc2)c(C)c1/C=N/NC(=O)CSc1nc2ccccc2c(=O)n1-c1ccccc1	28	-28	0.35	-4	7	104	1.1	.	94	-7
COc1ccc(CNCc2cccc(Cl)c2)cc1	-17	17	1.1	11	0	94	1	-0.59	100	1
Cc1ccc2nc(N3CCN(Cc4nnnn4C4CCCC4)CC3)c(C#N)cc2c1	-1	1	0.93	0	0	100	1.1	.	100	-7
CNS(=O)(=O)c1cc(C(=O)NCc2ccco2)ccc1Cl	0	0	1.4	13	2	93	1.1	0.32	98	-8
COC(=O)NC(=C(Cl)Cl)S(=O)(=O)c1ccccc1	10	-10	2.6	5	7	96	1.1	0.049	93	-9
N/C(=N\OC(=O)c1cc(Cl)ccc1Cl)c1ccncc1	-24	24	1.9	5	-47	100	0.9	-0.29	141*	7
CCOC(=O)CCNC(=O)Nc1ccc2nc(C)n(Cc3ccc(Cl)cc3)c(=O)c2c1	0	0	1	2	3	100	1	-1.4	97	-1
C=C(C)c1cccc(C(C)(C)NC(=O)NCC2COCCO2)c1 (stereo unspecified)	14	-14	1	5	-1	101	1	.	102	4
O=C(NC1CCCCC1)c1ccc(Cn2cc(Cl)cn2)cc1	13	-13	1.1	4	15	102	1.1	-0.0032	86	-6
CCOC(=O)C(=O)C1=C(N2CCOCC2)/C(=C\c2cccc([N+](=O)[O-])c2)CC1	4	-4	1.1	2	1	100	1	-1.5	99	-2

This is a random part of the collection. Share with any hit: about 7.1%.
